TAAR1 antag – human TAAR1 antagonism; Q96RJ0; CHO RD-HGA16 TAAR1, Fluo-8 calcium fluorescence, antagonist; inhibition, % at 3 µM; hit rate 1.5% among 360,000;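 active = inhibition above a per-plate cutoff, the mean inhibition of test compounds on that plate plus 3 SD, cut at about 49% in these data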;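 note: 0% = DMSO plus EC80 beta-PEA response and 100% = DMSO alone without agonist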
Target sequence (Q96RJ0 whole entry, looked up): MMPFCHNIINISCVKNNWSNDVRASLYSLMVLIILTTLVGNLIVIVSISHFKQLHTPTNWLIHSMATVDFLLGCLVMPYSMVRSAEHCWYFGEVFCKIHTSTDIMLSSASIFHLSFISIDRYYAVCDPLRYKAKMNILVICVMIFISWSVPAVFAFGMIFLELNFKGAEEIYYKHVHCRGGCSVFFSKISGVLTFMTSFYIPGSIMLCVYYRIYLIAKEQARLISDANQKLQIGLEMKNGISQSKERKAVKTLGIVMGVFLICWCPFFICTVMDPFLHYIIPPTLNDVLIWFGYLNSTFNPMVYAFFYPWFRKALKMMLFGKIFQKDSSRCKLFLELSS
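Assay system: CHO-derived RD-HGA16 cells stably expressing human TAAR1 plus Gα16. Timing: 140 s kinetic read after compound, 140 s after agonist. Technique: kinetic Fluo-8 calcium fluorescence measurement. Measure: % inhibition of agonist calcium response.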
CHRM1 PAM – potentiates human M1 receptor response to acetylcholine. CHO-K1 hM1, Fluo-8 calcium fluorescence, ACh EC20; 0% = ACh EC20, 100% = maximal ACh. activation, % at 3 µM. hit rate 0.088% among 360,000. AID 588819; in the data active = activation above about 19%, passing the limit was not always enough
OXTR potentiate – potentiates the human oxytocin receptor response | P30559 | activation, % at 3 µM | hit rate 0.061% among 320,000 | CHO-OTR cells, Fluo-8 calcium fluorescence, potentiator mode; 0% = oxytocin EC15, 100% = EC100;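 active = activation above that plate's cutoff, the mean activation of tested compounds plus 3 SD, cut at about 6.6% in these data, passing the limit was not always enough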;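 note: 100% uses oxytocin at 75 nM as the full agonist control; some results filed as inactive read as strong as hits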
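Assay system: CHO-OTR cells, human receptor / Also added: oxytocin at about EC15, sub-maximal agonist stimulus / Dosing: single dose, 3.0 µM nominal final compound concentration / Incubation: 6 min pre-incubation, 100 s read / Technique: Fluo-8 calcium dye fluorescence / Read-out: % activation vs EC15 and EC100 oxytocin / Benchmarks: EC15 oxytocin low, 75 nM oxytocin high / Replicates: singlicate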
TAAR1 agonist – human TAAR1 agonism | Q96RJ0 | CHO RD-HGA16 TAAR1, Fluo-8 calcium fluorescence; vehicle wells 0%, saturating PEA agonist 100% | activation, % at 3 µM | hit rate 0.99% among 360,000;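 active = activation above the mean activation of all test compounds in the run plus 3 SD, cut at about 38% in these data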
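Assay system: CHO-derived RD-HGA16 cells with stable Gα16 and human TAAR1; timing: 17-24 h seeding, 75 min 37 °C dye, 30 min RT; read-out: % activation from peak over basal fluorescence ratio, DMSO-to-PEA scaled; measured by: kinetic Fluo-8 calcium fluorescence; benchmarks: low control DMSO, high control PEA (EC100); doses: 3 µM single concentration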
CHRM1 agonist – agonists of human M1 muscarinic receptor; P11229; CHO-K1 hM1, Fluo-8 calcium fluorescence, agonist mode; 0% DMSO, 100% acetylcholine EC100; activation, % at 3 µM; hit rate 0.33% among 360,000; AID 588814;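 active = activation above the run's mean compound activation plus 3 SD, cut at about 16% in these data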;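 note: peak over basal fluorescence ratio within a 140 s kinetic read after compound addition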
CHRM1 antagonist – human CHRM1 antagonism. hit rate 1.3% among 360,000. inhibition, % at 3 µM. CHO-K1 hM1, Fluo-8 calcium fluorescence, ACh EC80 antagonist;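 active = percent inhibition above its own plate's cutoff, namely the mean of that plate's compound wells plus 3 SD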;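 note: peak over basal fluorescence ratio during 140 s after agonist addition; 0% = ACh EC80 plus DMSO and 100% = DMSO alone without agonist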
OXTR ag – agonists of human oxytocin receptor. CHO-OTR cells, Fluo-8 calcium fluorescence; normalized: DMSO 0%, oxytocin 100%. P30559. activation, % at 3 µM. AID 2435. hit rate 0.32% among 320,000;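 active = activation above the mean of all tested compounds plus 3 SD, cutoff set per screening run, cut at about 20% in these data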;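 note: peak over basal fluorescence ratio from a 100 s FLIPR kinetic read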
V1aR counter – counter-screen for oxytocin receptor agonists: human V1a receptor agonists. P37288. AID 2797. hit rate 0.25% among 320,000. activation, % at 3 µM. CHO-V1R cells, Fluo-8 calcium fluorescence, agonist mode; 0% DMSO, 100% 3 nM vasopressin;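 active = activation above the mean activation of all tested compounds plus 3 SD, per screening run, cut at about 20% in these data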;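 note: signal is peak over basal fluorescence ratio across a 100 second FLIPR read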
Target sequence (P37288 whole entry, looked up): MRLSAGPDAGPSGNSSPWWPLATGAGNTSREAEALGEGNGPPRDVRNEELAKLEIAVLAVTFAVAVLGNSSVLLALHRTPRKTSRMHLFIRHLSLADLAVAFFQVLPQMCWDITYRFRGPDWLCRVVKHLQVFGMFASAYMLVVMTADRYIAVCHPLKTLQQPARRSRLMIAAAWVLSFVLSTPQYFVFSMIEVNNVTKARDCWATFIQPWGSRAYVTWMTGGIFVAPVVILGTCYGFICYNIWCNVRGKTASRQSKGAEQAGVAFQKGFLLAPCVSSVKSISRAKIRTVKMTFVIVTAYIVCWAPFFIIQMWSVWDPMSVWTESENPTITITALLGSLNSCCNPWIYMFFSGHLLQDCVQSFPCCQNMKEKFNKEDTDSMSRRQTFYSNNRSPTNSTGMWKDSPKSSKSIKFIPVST
CHO parental Ca – signal in parental CHO cells, OX1R antagonist counter-screen. parental CHO-K1, ATP-induced calcium, Fluo-8 fluorescence. inhibition, % at 5.6 µM. hit rate 0.63% among 330,000. AID 463079;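 active = inhibition above that plate's mean sample inhibition plus 3 SD, cut at about 26% in these data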;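 note: 0% = ATP-challenged DMSO wells and 100% = DMSO wells without ATP; some compounds past the cut are filed as inactive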
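Test system: untransfected parental CHO cell line. Compound: one dose, 5.6 µM nominal. Detection: intracellular calcium via Fluo-8 no-wash fluorescent dye. Measure: % inhibition. Benchmarks: ATP-challenged DMSO wells low, unchallenged DMSO wells high.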
* hit, by the source's call; x = no result given.

Sequence of screens: CHO parental Ca	V1aR counter	OXTR ag	CHRM1 PAM	TAAR1 agonist	CHRM1 agonist	TAAR1 antag	OXTR potentiate	CHRM1 antagonist
Cc1ccc(C(=O)Nc2nc(-c3ccco3)c(-c3ccco3)s2)o1
    x	x	x	-1	0	0	-3	x	8
COc1cc([C@@H]2CC=C(C(=O)O)[C@H](c3cccc(Cl)c3)N2S(=O)(=O)c2ccc(C)cc2)cc(OC)c1OC
    -26	1.1	-0.8	3	15	-3	4	-4	-4
Cc1ccc2c(c1)N(CCCC(=O)NCc1ccc3c(c1)OCO3)C(=O)CO2
    -6	0.5	-0.6	2	0	-5	-14	-2	-2
CCOc1ccc(CNc2ccc3c(c2)ncn3C(C)(C)C)cc1
    -12	6.0	4.4	-6	6	-9	-7	-7	1
Cc1ccc2nc(-c3ccc(NC(=O)c4ccco4)cc3)[nH]c2c1
    -5	0.9	-1.3	-6	x	-3	x	-7	12
CCC(Sc1nc2ccsc2c(=O)n1CCC(=O)O)C(=O)Nc1ccc(Cl)cc1 (stereo not drawn)
    x	x	x	2	0	-1	-3	x	1
CCOc1ccc(NC(=O)Nc2cc(C)ccc2OC)cc1
    2	-0.6	-2.1	3	0	-3	-17	-9	3
COc1ccc(C2CC(=O)C3=C(C2)NC(C)=C(C#N)C3c2ccc(N(C)C)cc2)cc1 (stereo not drawn)
    -15	2.8	4.0	-3	11	-4	4	-1	3
CN1CCN(C(=O)c2cnc(Cc3c[nH]c4ccccc34)c(I)c2)CC1
    x	x	x	12	7	-2	0	x	-15
CCCCC(C(=O)NC(C)(C)C)N(Cc1ccccc1)C(=O)c1snc(C(N)=O)c1N (stereo not drawn)
    -23	-1.2	-2.5	-8	5	-7	5	-18	1
CC(C)OCCCNc1ncnc2c1[nH]c1ccc(F)cc12
    59*	18	14	-18	9	4	51*	-20	50*
CSC(=Nc1ccccc1)N=C(SCc1ccccc1)N(C)C
    x	x	x	-25	10	2	77*	x	49*
O=C(Nc1ccccc1N1CCN(C(=O)c2ccc(Cl)cc2)CC1)c1ccc2c(c1)OCO2
    -32	-0.2	-0.9	-9	10	-4	30	-2	13
Cc1ccc2nc(SCC(=O)NC3CCS(=O)(=O)C3)[nH]c2c1 (stereo not drawn)
    -4	1.1	1.7	4	1	-1	-16	-7	-3
FC(F)(F)c1cccc(Cn2nnnc2-c2cc(Cl)cc(Cl)c2)c1
    -35	-0.4	-0.5	7	x	2	x	-5	-6
CC(C)c1ccc(NC(=O)CSc2nc(-c3ccccc3F)nc3nc[nH]c23)cc1
    -8	-0.5	-0.4	5	0	-7	-13	-6	-6
O=C(CN1CCN(S(=O)(=O)c2cc(C(F)(F)F)ccc2Cl)CC1)N1CCc2ccccc2C1
    -23	2.3	-0.9	-2	34	-1	-11	-5	7
COc1ccccc1NS(=O)(=O)c1cc2c(cc1C)NC(=O)CO2
    -2	-0.2	0.7	3	4	-1	-20	-6	-7
C=CCNCC(=O)NN=C(c1ccccc1)c1ccccc1
    -22	0.8	-0.1	-18	4	-5	-5	-7	20
Cc1cccc(N2CCN(C(=O)CCC(=O)N3CC(C)Oc4ccccc43)CC2)c1C (stereo not drawn)
    -12	2.5	-1.1	-9	0	-6	-4	-3	3
COCC(C)NS(=O)(=O)c1ccc(C(=O)NC(Cc2ccccc2)c2ccccc2)cc1 (stereo not drawn)
    -18	1.5	1.2	10	6	-2	-1	-10	-20
Cc1ccc(NC(=O)CN2CCc3ccccc3C2)cc1S(=O)(=O)N(C)C
    -31	0.1	0.5	11	1	-11	2	-12	-4
C=CCNC(=O)c1oc2ccc(S(=O)(=O)N3CCC4(CC3)OCCO4)cc2c1C
    -12	1.3	0.7	3	11	0	-11	-3	0
COC(=O)[C@@H](NC(=O)Nc1cccc(OC)c1)C(C)C
    -15	-1.2	-1.2	14	20	1	-6	-9	-23
CC(Cl)C(=O)NC(=O)NC12CC3CC(CC(C3)C1)C2 (stereo not drawn)
    -8	0.1	-0.6	2	8	-7	-15	-6	-5
CC(C)C(NC(=O)C1CCCCC1)C(=O)NC1=NCCS1 (stereo not drawn)
    -4	0.8	1.1	4	5	-2	12	3	-23
COc1ccc(/C=N/Nc2nnc(Cc3ccccc3)c(=O)[nH]2)cc1OC
    -25	-0.2	-2.2	3	-1	0	0	-11	-7
COc1ccccc1NC(=O)C[n+]1ccccc1C
    x	x	x	-11	15	-9	3	x	21
CCC(C)c1ccc(N(CC(=O)NC(C)(C)C)C(=O)CNC(=O)c2cccs2)cc1 (stereo not drawn)
    -19	0.4	-0.6	4	1	-3	-5	-9	-2
O=[N+]([O-])c1nn(-c2ccc(Cl)cc2)n(O)c1=NCc1ccccc1Cl
    -10	-1.6	-0.5	1	0	-6	-4	-3	-1

Sequence of screens: CHO parental Ca	V1aR counter	OXTR ag	CHRM1 PAM	TAAR1 agonist	CHRM1 agonist	TAAR1 antag	OXTR potentiate	CHRM1 antagonist
CCCNc1c(F)c(F)c2c(C)c3ccccc3nc2c1F
    -2	19	11	5	15	2	27	-11	2
Nc1ccccc1N=c1ssnc1Cl
    x	x	x	7	2	-4	-26	x	-10
CN(Cc1ccc2c(c1)CCCN2C)C(=O)[C@H]1O[C@@H](n2ccc(=O)[nH]c2=O)[C@H](O)[C@@H]1O
    x	x	x	-3	2	1	1	x	-15
COc1ccc(S(=O)(=O)N2CCC(Cc3ccccc3)CC2)cc1C(N)=O
    4	5.3	5.7	8	5	0	1	-7	-16
CCOC(=O)C1CCN(C(=O)COc2ccc(N(C)S(=O)(=O)c3ccc(OCC)cc3)cc2)CC1
    -22	0.0	-1.5	2	1	-4	-51	0	-5
COC(=O)Nc1ccc(C)c2nsnc12
    -6	-0.4	-1.3	-4	-1	-4	-3	-2	9
O=C(NCCCCc1ccccc1)C1CC(c2cccc([N+](=O)[O-])c2)=NO1 (stereo not drawn)
    -12	6.5	2.4	-1	6	-1	19	-9	0
COC(=O)c1ccc(C2CC(=O)NC3=C2C(=O)CCC3)cc1 (stereo not drawn)
    14	1.6	-0.2	-5	8	-1	7	0	5
CCCc1cc(C(=O)NCCc2ccc(OC)c(OC)c2)no1
    -14	0.2	-0.4	4	0	-4	-21	-3	-12
CC(=O)Oc1cccc(N2C(=O)CC(Nc3ccc(N4CCOCC4)cc3)C2=O)c1 (stereo not drawn)
    -6	1.0	0.0	5	3	0	-14	-9	-23
O=C(COc1ccc2c(-c3ccccc3)cc(=O)oc2c1)Nc1cccnc1
    14	13	7.9	-6	4	2	11	-5	14
CCS(=O)(=O)NCc1ccc2c(c1)cc(C)n2C
    -2	1.7	2.2	7	2	-10	-13	-7	-14
Cc1ccc(C(=O)N2CCCc3ccccc32)c(F)c1F
    4	-1.0	-1.2	12	7	-6	-18	-4	-13
CC(CCc1ccccc1)NC(=O)C(Cc1ccccc1)NC(N)=O (stereo not drawn)
    0	-0.4	-0.6	9	6	-4	-5	1	-9
Cn1c(CCC(=O)Nc2cc(S(C)(=O)=O)ccc2Cl)nc2cc(S(=O)(=O)N3CCOCC3)ccc21
    -12	-0.6	1.0	9	4	-3	-12	-4	-12
Cc1cc(C)cc(N2CC(C)(C)C2=O)c1
    5	0.5	-0.7	0	4	-14	12	1	-5
O=C(O)C1CCCCC1C(=O)N1CCN(S(=O)(=O)c2ccc(F)cc2)CC1 (stereo not drawn)
    -10	0.6	0.6	-1	1	-1	-24	-3	4
CC(C)c1nc2sc3c(=O)[nH]cnc3c2c2c1CCC2
    -3	0.5	-0.5	0	8	-7	7	-11	-8
CCOC(=O)c1ccc(N2C(=O)CC(C(=O)OC)=C2C)cc1
    -21	-0.3	-1.9	4	5	-2	13	-18	-10
COc1ccc(N2CC(O)=C(c3nc4ccccc4s3)C2=N)cc1
    10	3.7	1.5	0	33	-1	35	-6	-16
COc1ccc(C2CC(=O)c3cnc(NC(=O)c4ccccc4)nc3C2)c(OC)c1 (stereo not drawn)
    -17	-1.4	-1.4	4	15	-1	1	-8	1
CCCCN(C(=O)/C=C/c1ccc(OC)cc1)C1CCS(=O)(=O)C1 (stereo not drawn)
    -20	-0.7	15	11	1	-4	-30	-20	-4
S=C(Nc1ccc(Cc2ccncc2)cc1)Nc1cccc(Cl)c1
    -8	2.8	4.5	4	6	-1	1	-4	-5
O=c1[nH]c(SCc2cccc(Cl)c2)nc2ccccc12
    8	0.7	-1.3	2	17	-2	12	-15	-9
Cc1ccc(N2CCCn3c2cc(C)c(C#N)c3=O)cc1C
    -6	-0.1	0.2	11	8	-3	4	-1	-12
COc1cc(NC(=O)c2ccc(F)cc2)ccc1NC(=O)c1cc2ccccc2o1
    -14	0.3	-0.3	11	4	2	-15	-12	-14
CCCCn1c(NCc2cc(C)ccc2O)nc2ccccc21
    x	x	x	5	-1	-4	5	x	-10

Screening data as filed in PubChem BioAssay.
